Assay outcomes deposited in PubChem by several laboratories.
GLD-1 RNA inh: GLD-1-TGE RNA interaction inhibition (C. elegans); Q17339; purified GLD-1 + fluorescein TGE RNA, fluorescence polarization; inhibition, % at 5.96 µM; actives 0.44% (n = 320,000); AID 2280;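 active means percent inhibition above a per-plate cutoff, the plate mean of test compounds plus 3 SD, cut at about 30% in these data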;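 further: 0% = DMSO wells with GLD-1 and probe and 100% = wells lacking GLD-1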
TPT1 inh: C. albicans TPT1 enzyme inhibition; recombinant caTPT1, FP RNA substrate dephosphorylation; inhibition, % at 5 µM; actives 0.81% (n = 300,000); AID 1962;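 active means inhibition above the mean of all tested compounds plus 3 SD, set per screening campaign, cut at about 24% in these data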;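 further: plate controls were DMSO alone for no effect and ferristatin control at 100 nM for full effect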
PAD4 FP inh: PAD4 (human) enzyme inhibition. Q9UM07. inhibition, % at 6.36 µM. recombinant PAD4, RCA probe fluorescence polarization. actives 0.41% (n = 330,000). AID 485272;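 active means percent inhibition above a cutoff equal to the mean of all tested compounds plus 3 SD, cut at about 15% in these data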;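 further: 0% = PAD4 with RCA probe and DMSO and 100% = probe without PAD4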
BCLXL inh: Bcl-xL (human) inhibition; GST-Bcl-xL / FITC-Bim BH3 peptide fluorescence polarization; AID 2129; inhibition, % at 10.9 µM; actives 0.7% (n = 320,000); Q07817;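 active means inhibition above the mean of all tested compounds plus 3 SD, cutoff set per campaign, cut at about 30% in these data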;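 further: 0% = DMSO wells and 100% = unlabeled Bim-BH3 peptide competitor; inhibitors lower millipolarization by displacing the labeled peptide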
MEX-5 binding: C. elegans MEX-5 TCR-2 RNA binding activity | Q9XUB2 | MEX-5/FITC-TCR2 RNA binding, fluorescence polarization; hits give low values | activity score (negative = inhibition of binding), % at 10 µM | actives 0.38% (n = 300,000) | AID 1832;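 active means inhibition past about -25% in most replicates, and total fluorescence under double the plate's negative control median, limit read from the data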;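 further: 0% = DMSO and -100% = 5 µM competing unlabeled TCR2 RNA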
Fam108B counter: Fam108B inhibition, counter-screen for RBBP9 inhibitors. recombinant Fam108B, FP-Rh probe fluorescence polarization. inhibition, % at 9.51 µM. actives 0.33% (n = 300,000). AID 1947;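 active means inhibition above the screen mean inhibition plus 3 SD, computed separately per campaign, cut at about 18% in these data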;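 further: inhibitors lower polarization as less probe binds the enzyme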
GSTO1 counter: GSTO1 inhibition, counter-screen for RBBP9 inhibitors | recombinant GSTO1, activity-based probe fluorescence polarization | AID 1974 | actives 1.1% (n = 300,000) | inhibition, % at 5.96 µM;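 active means inhibition above the campaign mean inhibition plus 3 SD, cut at about 35% in these data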;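 further: 0% = GSTO1-1 with DMSO and 100% = wells lacking GSTO1-1 enzyme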
Target sequence (P78417 whole entry, looked up): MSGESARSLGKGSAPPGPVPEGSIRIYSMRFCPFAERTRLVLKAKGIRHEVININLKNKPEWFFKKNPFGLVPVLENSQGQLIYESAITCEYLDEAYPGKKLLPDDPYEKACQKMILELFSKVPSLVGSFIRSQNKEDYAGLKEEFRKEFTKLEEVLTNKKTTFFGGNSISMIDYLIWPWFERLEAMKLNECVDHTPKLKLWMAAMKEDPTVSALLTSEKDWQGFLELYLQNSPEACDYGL
MCL1-BIM inh: disrupts human MCL1 binding to BIM-BH3 peptide; Q07820; GST-MCL1 / FITC-Bim-BH3 fluorescence polarization; inhibition, % at 10.9 µM; actives 0.68% (n = 320,000); AID 2057;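 active means inhibition above the mean inhibition of all tested compounds plus 3 SD, set per campaign, cut at about 40% in these data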;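 further: 0% = DMSO wells and 100% = unlabeled Bim-BH3 peptide control; higher means more loss of mP so more displacement of Bim peptide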
Target sequence (Q07820 whole entry, looked up): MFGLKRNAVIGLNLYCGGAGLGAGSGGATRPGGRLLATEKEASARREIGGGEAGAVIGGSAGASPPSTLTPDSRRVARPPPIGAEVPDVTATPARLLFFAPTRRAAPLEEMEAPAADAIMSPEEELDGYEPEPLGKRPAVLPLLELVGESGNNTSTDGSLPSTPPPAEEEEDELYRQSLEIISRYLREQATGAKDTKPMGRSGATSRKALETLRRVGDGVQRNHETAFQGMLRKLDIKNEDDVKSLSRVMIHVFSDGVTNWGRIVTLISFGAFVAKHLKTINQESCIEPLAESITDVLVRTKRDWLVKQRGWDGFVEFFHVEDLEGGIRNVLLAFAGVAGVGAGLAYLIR
PME-1 primary: PME-1 (human) inhibition; inhibition, % at 5.9 µM; actives 0.53% (n = 320,000); recombinant PME-1, FP-Rh probe fluorescence polarization;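 active means inhibition above the campaign mean of all compounds plus 3 SD, cut at about 26% in these data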;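 further: competitive labeling of PME-1 active site by serine hydrolase directed probe; 0% = PME-1 with DMSO and 100% = wells lacking PME-1 enzyme; inhibitors block probe labeling so polarization falls and inhibition rises; many of its hits are not listed in these tables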
Target sequence (Q9Y570 whole entry, looked up): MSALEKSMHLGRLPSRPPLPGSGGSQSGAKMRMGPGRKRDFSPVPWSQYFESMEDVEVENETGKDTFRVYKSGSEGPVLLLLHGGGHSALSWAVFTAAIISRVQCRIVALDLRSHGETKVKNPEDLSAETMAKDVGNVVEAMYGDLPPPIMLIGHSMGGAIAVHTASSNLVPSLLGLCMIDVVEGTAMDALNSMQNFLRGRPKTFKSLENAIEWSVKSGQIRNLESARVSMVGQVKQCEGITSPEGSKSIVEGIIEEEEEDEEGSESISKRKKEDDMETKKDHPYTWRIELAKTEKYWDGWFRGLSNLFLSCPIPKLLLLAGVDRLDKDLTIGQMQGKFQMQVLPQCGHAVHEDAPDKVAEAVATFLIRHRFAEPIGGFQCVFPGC
* marks the source's active call; other numbers are inactive results; x = not tested or not shown. This is a subset; rates above refer to the full screens.

(1) Cc1ccc(Nc2nc(CSc3nnnn3-c3ccccc3)cs2)cc1
(2) O=C(O)C1C2C=CC(C2)C1C(=O)Nc1ccc2c(c1)OCCO2 (stereo not drawn)
(3) Clc1cccc(CSc2nccn2-c2ccccc2)c1
(4) CC1CN(c2ncnc3c2cnn3-c2ccc(Cl)cc2)CC(C)O1 (stereo not drawn)
(5) Cc1ccc(C(=O)Nc2ccccc2C(=O)N2CCCC(C)C2)cc1 (stereo not drawn)
(6) Cc1cc(CNC(=O)C2(C(F)(F)F)C/C(=C\CCO)CCCO2)nn1C (stereo not drawn)
screen / no.	1	2	3	4	5	6
GLD-1 RNA inh	-4	3	-1	-3	-2	-8
TPT1 inh	0	-2	1	-3	2	-2
PAD4 FP inh	-2	-2	-3	-2	-4	2
BCLXL inh	-8	6	0	1	3	-2
MEX-5 binding	2.4	-0.3	0.5	-2.6	-1.2	-0.6
Fam108B counter	15	1	-2	1	-3	2
GSTO1 counter	1	-2	-1	-5	0	-2
MCL1-BIM inh	-3	3	-7	3	-5	2
PME-1 primary	5	-7	-4	-6	6	4

(7) CCOC(=O)c1c(NC(=O)CN2C(=O)NC(C)(c3ccc(OC(F)F)cc3)C2=O)sc(C)c1C (stereo not drawn)
(8) N#CC1=C(N)Oc2n[nH]c(-c3ccc(F)cc3)c2C1c1cccc(OC(=O)N2CCOCC2)c1 (stereo not drawn)
(9) COc1ccccc1CNC(=O)c1ccc(CS(=O)(=O)c2ccccc2OC)o1
(10) O=C(Cc1c(F)cccc1Cl)N1CCN(S(=O)(=O)c2cccc(F)c2)CC1
(11) O=C(Nc1ccc(Oc2cccnc2)cc1)C1CCN(Cc2cccc(Cl)c2)CC1
(12) CC1(C)Oc2cc3oc(-c4cc(O)cc(O)c4)cc3cc2CC1O (stereo not drawn)
screen / no.	7	8	9	10	11	12
GLD-1 RNA inh	9	10	4	-4	-6	1
TPT1 inh	-1	-6	0	-1	-3	-3
PAD4 FP inh	1	-8	4	-6	2	-2
BCLXL inh	-1	7	4	-8	4	0
MEX-5 binding	0.9	1.3	1.0	1.7	-3.1	-3.7
Fam108B counter	-10	-1	1	2	3	1
GSTO1 counter	-7	23	7	3	-4	-8
MCL1-BIM inh	1	3	7	-8	-4	-5
PME-1 primary	-15	1	0	3	1	5

(13) Cc1c(NC(=O)CSc2nc3c(cnn3-c3ccccc3)c(=O)[nH]2)c(=O)n(-c2ccccc2)n1C
(14) Cc1ncc(N=Nc2ccccc2Cl)c(-c2ccccc2)n1
(15) Cc1ccc(CNC(=O)CO/N=C/c2ccc(C(C)(C)C)cc2)cc1
(16) Cc1c(C(=O)O)oc2ccc(S(=O)(=O)NCc3ccc(F)cc3)cc12
(17) CCn1c(SCC(=O)N2CCN(C)CC2)nc2c1c(=O)n(C)c(=O)n2C
(18) O=C(COc1cc(F)ccc1[N+](=O)[O-])Nc1ccc(N2CCOCC2)cc1
screen / no.	13	14	15	16	17	18
GLD-1 RNA inh	5	8	7	1	-4	10
TPT1 inh	-2	-11	2	2	-2	-2
PAD4 FP inh	-4	0	4	-6	-5	1
BCLXL inh	2	10	-4	6	-3	-7
MEX-5 binding	-3.3	1.1	1.5	-0.2	0.4	-0.2
Fam108B counter	2	3	-1	-5	-2	1
GSTO1 counter	6	-3	0	9	-3	15
MCL1-BIM inh	7	11	-3	3	-6	-10
PME-1 primary	0	1	-5	-1	1	-5

(19) CCOC(=O)C(C)n1cnc2c(oc3ccccc32)c1=O (stereo not drawn)
(20) CCC(C(=O)Nc1cc(Cl)c(OC)cc1OC)c1ccccc1 (stereo not drawn)
(21) COc1cccc(C(O)Cc2nc3ccccc3n2C)c1OC (stereo not drawn)
(22) O=C(NCC(c1cccs1)N1CCOCC1)C1CCN(S(=O)(=O)c2c(Cl)cccc2Cl)CC1 (stereo not drawn)
(23) Cc1ccc(C(=O)NCC(=O)OCC(=O)c2cc(C)n(Cc3ccco3)c2C)cc1
(24) COc1ccc(NC(=O)C2CCCN2S(=O)(=O)c2ccc(C)cc2)cc1 (stereo not drawn)
screen / no.	19	20	21	22	23	24
GLD-1 RNA inh	4	3	-6	1	1	2
TPT1 inh	3	0	-4	-3	-2	1
PAD4 FP inh	3	-5	0	-4	1	1
BCLXL inh	7	3	6	-2	4	6
MEX-5 binding	0.4	2.3	0.4	-0.7	-1.0	1.7
Fam108B counter	1	-3	2	2	3	-2
GSTO1 counter	-2	2	1	-1	7	5
MCL1-BIM inh	8	2	4	-9	-4	6
PME-1 primary	-2	2	5	10	-4	-4

(25) CC(C)(CN1CCCC1)NC(=O)C1CCC(=O)N(CCCN2CCOCC2)C1 (stereo not drawn)
(26) Cc1ccc(N(C(C)C(=O)N2CCOCC2)S(C)(=O)=O)cc1C (stereo not drawn)
(27) COc1ccc2c(c1)CCCC21SC(NC(C)=O)=NN1C(C)=O (stereo not drawn)
(28) CCCOC(=O)CCc1n[nH]c(=O)[nH]c1=O
(29) Cc1noc(C)c1COC(=O)COc1ccc2c(C)cc(=O)oc2c1
(30) O=C(COC(=O)C1(c2ccccc2F)CCCC1)N1CCN(C(=O)c2ccco2)CC1
screen / no.	25	26	27	28	29	30
GLD-1 RNA inh	2	-2	3	-4	5	-1
TPT1 inh	-2	-6	3	1	-1	2
PAD4 FP inh	-4	-4	-2	-5	3	0
BCLXL inh	4	0	9	3	-2	3
MEX-5 binding	0.5	-0.2	-0.5	x	0.3	0.6
Fam108B counter	2	-6	4	6	-1	1
GSTO1 counter	-4	2	-2	-12	4	-1
MCL1-BIM inh	2	-8	7	3	1	4
PME-1 primary	-4	-8	3	-3	4	1

(31) CCOC(=O)N1CCC(N2C(=O)c3ccccc3C2Nc2ccc(Cl)cn2)CC1 (stereo not drawn)
(32) Cc1cc(C)n(C(=O)c2ccc([N+](=O)[O-])cc2[N+](=O)[O-])n1
(33) Cc1ccc(NC(=O)COC(=O)CN2CCCCCC2=O)cc1C
(34) COC(=O)c1ccccc1NC(=O)c1nc2nc(C)cc(C(F)F)n2n1
(35) CCOC(=O)C1=C(C)N(c2ccccc2)C(=O)NC1c1cccc([N+](=O)[O-])c1 (stereo not drawn)
(36) Cc1ccccc1NS(=O)(=O)c1ccc(OCC(=O)NCc2cccnc2)cc1
screen / no.	31	32	33	34	35	36
GLD-1 RNA inh	6	-2	-4	9	0	-4
TPT1 inh	-1	-1	x	1	-2	-1
PAD4 FP inh	2	-3	3	4	4	1
BCLXL inh	2	1	-3	1	-2	2
MEX-5 binding	1.4	-1.9	x	-4.2	-0.7	2.6
Fam108B counter	-6	-3	x	-1	1	5
GSTO1 counter	0	5	x	-2	3	-1
MCL1-BIM inh	-4	11	-4	8	1	3
PME-1 primary	5	11	0	-3	6	4

(37) O=C(CNc1ccccc1)c1ccc([N+](=O)[O-])cc1
(38) O=C(c1ccco1)N1CCN(C(=O)c2cnn3c(C(F)(F)F)cc(-c4cccs4)nc23)CC1
(39) O=C(CCN1C(=O)c2ccccc2C1=O)NC1=NCCS1
(40) O=C(CCNS(=O)(=O)c1cccc2nonc12)N1CCN(c2cccc(Cl)c2)CC1
(41) COc1cc2c(cc1OC)CN(C(=O)c1ccc(Br)o1)CC2
(42) COc1ccccc1CNc1n[nH]c(NCc2ccccc2OC)n1
screen / no.	37	38	39	40	41	42
GLD-1 RNA inh	3	1	2	-6	9	0
TPT1 inh	3	-3	0	-1	0	-2
PAD4 FP inh	-2	-2	-2	-4	-14	0
BCLXL inh	-4	6	2	9	3	-1
MEX-5 binding	0.6	-0.2	1.0	-3.5	1.5	-0.4
Fam108B counter	1	1	-1	4	-1	6
GSTO1 counter	1	5	8	3	-7	1
MCL1-BIM inh	-21	19	2	10	4	1
PME-1 primary	2	-1	-3	3	1	-5

Part of the list above, with two lines to a compound:
The line under a structure holds: GLD-1 RNA inh	TPT1 inh	PAD4 FP inh	BCLXL inh	MEX-5 binding	Fam108B counter	GSTO1 counter	MCL1-BIM inh	PME-1 primary
15) Cc1ccc(CNC(=O)CO/N=C/c2ccc(C(C)(C)C)cc2)cc1
  7	2	4	-4	1.5	-1	0	-3	-5
16) Cc1c(C(=O)O)oc2ccc(S(=O)(=O)NCc3ccc(F)cc3)cc12
  1	2	-6	6	-0.2	-5	9	3	-1
17) CCn1c(SCC(=O)N2CCN(C)CC2)nc2c1c(=O)n(C)c(=O)n2C
  -4	-2	-5	-3	0.4	-2	-3	-6	1
18) O=C(COc1cc(F)ccc1[N+](=O)[O-])Nc1ccc(N2CCOCC2)cc1
  10	-2	1	-7	-0.2	1	15	-10	-5

Continued:
(43) CCOC(=O)C1CCCN(C(=O)C2CCCN(S(C)(=O)=O)C2)C1 (stereo not drawn)
(44) OCC1CCCC(n2cnc3c(=S)nc[nH]c32)O1 (stereo not drawn)
(45) Cc1ccccc1N1CCN(CC(=O)Nc2nccs2)CC1
(46) O=C(NCC1CCCO1)c1cccc(-n2cnnn2)c1 (stereo not drawn)
(47) C/C(=N\NC(=O)COc1ccc([N+](=O)[O-])cc1)C(C)(C)C
(48) Cc1ccc(OCCSc2nc3ncnc(N)c3[nH]2)cc1
screen / no.	43	44	45	46	47	48
GLD-1 RNA inh	6	3	11	-2	1	1
TPT1 inh	0	-4	1	1	-4	-2
PAD4 FP inh	-1	1	-2	0	-5	-3
BCLXL inh	6	8	2	-7	3	1
MEX-5 binding	1.7	-1.4	0.1	-0.1	-0.3	-0.5
Fam108B counter	-3	0	1	0	-1	0
GSTO1 counter	5	1	2	2	-5	2
MCL1-BIM inh	11	7	13	-5	7	5
PME-1 primary	-1	1	-2	2	7	-4

(49) COc1ccc(Sc2nnc(-c3ccccc3)cc2C#N)cc1
(50) CCCCn1c(N)c(Br)c(=O)[nH]c1=O
(51) CCC(NC(=O)c1ccccc1NC(=O)c1ccco1)C(=O)NNC(=O)c1ccc(OC)cc1 (stereo not drawn)
(52) CSc1cccc(NC(=O)c2cnn3ccccc23)c1
(53) Cc1c(CCOC(=O)c2ccc(N3CCOCC3)c([N+](=O)[O-])c2)sc[n+]1CC#N
(54) O=C(COc1ccc(F)cc1)N(Cc1cccs1)C1CCS(=O)(=O)C1 (stereo not drawn)
screen / no.	49	50	51	52	53	54
GLD-1 RNA inh	-6	-7	-1	1	7	6
TPT1 inh	-2	0	-1	2	3	2
PAD4 FP inh	1	-1	2	-4	-1	-1
BCLXL inh	1	3	2	3	1	3
MEX-5 binding	0.1	-2.7	0.8	-6.2	-4.6	1.4
Fam108B counter	1	2	0	-2	-1	-1
GSTO1 counter	2	12	-4	-9	7	6
MCL1-BIM inh	2	-2	8	3	-3	7
PME-1 primary	-1	-17	5	0	-3	1

(55) CCCCN(CC)Cc1c(C)[nH]c2c(ccc3ccccc32)c1=O
(56) O=C(O)c1ccc(/C=N/NC(=S)NCc2ccccc2)cc1
(57) CC(C)(C)NC(=O)CN(Cc1ccco1)C(=O)CCC(=O)Nc1nccs1
(58) CC1CCc2c(sc(NC(=O)COC(=O)C3CCCO3)c2C#N)C1 (stereo not drawn)
(59) O=C(OCC#CCSc1nnc(-c2ccc(Br)cc2)o1)c1cccs1
(60) CC(=O)Nc1ccc(S(=O)(=O)N2C(C)CCCC2C)cc1 (stereo not drawn)
screen / no.	55	56	57	58	59	60
GLD-1 RNA inh	-3	7	0	-3	6	-4
TPT1 inh	3	1	-2	-5	0	1
PAD4 FP inh	-2	0	4	-2	-3	0
BCLXL inh	0	3	7	11	0	9
MEX-5 binding	-2.7	-4.8	-2.4	-0.4	0.5	-0.9
Fam108B counter	-3	-1	0	4	1	4
GSTO1 counter	-10	-1	3	0	14	3
MCL1-BIM inh	-3	3	7	8	-1	11
PME-1 primary	1	1	1	3	5	-4
